# ssDAF12 agonist – S. stercoralis DAF-12 activation, primary screen; HEK293 ssDAF-12/GRIP1 lit1-tk-luc reporter, luminescence; % of 3 µM dafachronic acid response; activation, % at 6.8 µM; 370,000 compounds, 1% hits; AID 652126;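 active = activation above the mean over all tested compounds plus 3 SD, cut at about 0.9% in these data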;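 also: 0% = DMSO-only wells and 100% = 3 µM delta7-dafachronic acid wells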
# SMARCA2 act – activators of SMARCA2 function | activation, % at 9.1 µM | MG213 cells, MMTV-luciferase reporter, dexamethasone, overnight | 370,000 compounds, 1% hits; in the data active = activation above about 7.8%;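 also: 0% = vehicle wells and 100% = reference activator wells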
# hcDAF12 agonist – H. contortus DAF-12 activation, primary screen; HEK293 hcDAF-12 lit1-tk-luc reporter, luminescence; 0% DMSO, 100% Δ7-dafachronic acid; activation, % at 6.8 µM; 370,000 compounds, 1.4% hits;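 active = activation above the mean of all tested compounds plus 3 SD, cut at about 5.5% in these data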;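 also: 100% = response to 3 µM Δ7-dafachronic acid high control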
# PG9 binder – PG9 antibody binding by small molecule; inhibition, % at 6.7 µM; AID 624416; 360,000 compounds, 0.43% hits; TR-FRET gp120-PG9 antibody binding; in the data active = inhibition above about 8.5%
# NPR1 activator – GC-A (human) enzyme activation; HEK293 GC-A cells, cGMP TR-FRET, EC30 ANP; 0% at EC30 ANP, 100% saturating ANP; activation, % at 10 µM; 370,000 compounds, 0.14% hits; AID 1671463; in the data active = activation above about 40%
# Target sequence (P16066 whole entry, looked up): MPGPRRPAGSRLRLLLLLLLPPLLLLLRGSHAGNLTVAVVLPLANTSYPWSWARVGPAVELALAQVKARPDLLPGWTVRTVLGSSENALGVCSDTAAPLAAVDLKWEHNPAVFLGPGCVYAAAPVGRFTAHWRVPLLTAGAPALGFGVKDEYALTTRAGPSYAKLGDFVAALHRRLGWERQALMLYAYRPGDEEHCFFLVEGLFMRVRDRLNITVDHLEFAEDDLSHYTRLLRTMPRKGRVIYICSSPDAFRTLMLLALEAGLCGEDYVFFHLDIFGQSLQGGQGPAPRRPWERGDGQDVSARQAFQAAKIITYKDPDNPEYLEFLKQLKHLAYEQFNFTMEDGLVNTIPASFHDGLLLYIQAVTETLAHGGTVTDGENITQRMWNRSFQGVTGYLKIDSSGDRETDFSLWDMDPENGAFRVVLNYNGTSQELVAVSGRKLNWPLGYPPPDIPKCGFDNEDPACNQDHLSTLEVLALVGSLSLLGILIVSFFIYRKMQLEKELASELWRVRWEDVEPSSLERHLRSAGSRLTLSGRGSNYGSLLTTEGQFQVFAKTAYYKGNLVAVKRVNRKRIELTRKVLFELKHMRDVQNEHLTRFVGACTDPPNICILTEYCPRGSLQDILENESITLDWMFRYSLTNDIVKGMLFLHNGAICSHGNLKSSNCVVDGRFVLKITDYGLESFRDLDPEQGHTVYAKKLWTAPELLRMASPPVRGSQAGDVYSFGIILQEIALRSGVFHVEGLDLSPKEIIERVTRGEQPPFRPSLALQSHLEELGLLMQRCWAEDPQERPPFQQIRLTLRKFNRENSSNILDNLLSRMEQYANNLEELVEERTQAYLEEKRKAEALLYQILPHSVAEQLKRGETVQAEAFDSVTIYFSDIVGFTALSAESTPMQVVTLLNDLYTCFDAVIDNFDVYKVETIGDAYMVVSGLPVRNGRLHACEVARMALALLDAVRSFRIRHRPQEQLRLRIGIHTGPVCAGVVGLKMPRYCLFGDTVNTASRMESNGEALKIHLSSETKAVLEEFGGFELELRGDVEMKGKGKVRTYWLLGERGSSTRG
# DAX1 inh-1 – blocks DAX1 repression of SF-1 activated StAR promoter | AID 652010 | HEK293T StAR-luciferase reporter, SF-1/DAX-1 repression relief | inhibition, % at 6.8 µM | 370,000 compounds, 1.1% hits;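 active = inhibition above the mean over all tested compounds plus 3 SD, cut at about 3.6% in these data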;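 also: 0% = DAX-1 cells with DMSO and 100% = cells lacking DAX-1 with DMSO; higher inhibition means more luminescence from relief of DAX-1 repression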
# ADAM17 inh – inhibitors of human ADAM17; P78536; recombinant ADAM17, EDANS/DABCYL FRET peptide cleavage; inhibition, % at 6.95 µM; 370,000 compounds, 0.83% hits; AID 720648;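 active = inhibition above the mean of compounds lying between control limits plus 3 SD, set per campaign, cut at about 8.5% in these data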;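 also: 0% = DMSO-only wells as the low control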
# hgDAF12 agonist – hgDAF-12 agonism, primary luciferase screen; activation, % at 6.8 µM; HEK293 GAL4-hgDAF12 UAS-luciferase reporter, agonist luminescence; normalized to butyrate control; 370,000 compounds, 1.8% hits;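 active = activation above a cutoff set at the mean of all screened compounds plus 3 SD, cut at about 10% in these data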;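 also: 0% = DMSO wells and 100% = sodium butyrate wells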
# ADAM10 inh – inhibits human ADAM10 | O14672 | recombinant ADAM10, EDANS/DABCYL FRET peptide cleavage, 3 h | inhibition, % at 7 µM | 370,000 compounds, 0.62% hits | AID 720582;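 active = inhibition above a per-campaign cutoff equal to the mean of compounds falling between control-based bounds plus 3 SD, cut at about 20% in these data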;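 also: 0% = DMSO wells while the 100% control is not disclosed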
# FXN GAA850 act – increases GAA850 frataxin promoter reporter activity; HEK293 lucGAA850 FXN promoter luciferase reporter, 24 h; percent of 10 µM SAHA response; activation, % at 6 µM; 360,000 compounds, 0.56% hits;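 active = activation above the average of all compounds screened plus 3 SD, cutoff fixed separately per campaign, cut at about 7.5% in these data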;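 also: 0% = DMSO wells and 100% = 10 µM SAHA wells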
# DAX1 inh-2 – inhibits human nuclear receptor DAX1; P51843; HEK293 Gal4-DAX1 luciferase reporter, luminescence; inhibition, % at 6.75 µM; 340,000 compounds, 0.99% hits; AID 504766;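 active = inhibition above the mean over all tested compounds plus 3 SD, cut at about 4.2% in these data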;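 also: 0% = DAX1-transfected cells with DMSO and 100% = empty-vector control cells with DMSO; inhibition shows as a rise in luminescence from relieved DAX1 repression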
# An asterisk follows results filed as active; i = inactive; . = not tested or not shown.
# Every second line gives: ssDAF12 agonist, SMARCA2 act, hcDAF12 agonist, PG9 binder, NPR1 activator, DAX1 inh-1, ADAM17 inh, hgDAF12 agonist, ADAM10 inh, FXN GAA850 act, DAX1 inh-2
CCn1c(COc2ccccc2)nc2ccccc21
 : -1.2, 1, 2.1, 1.1, -4, 0.5, -5, 3.6, 3, 0.5, 0.1
CCc1nn2c(=O)c(S(=O)(=O)Nc3cccc(F)c3)c(C)nc2s1
 : -0.6, -1, 2.5, -0.4, -1, -0.6, -4, 0.3, -10, 0.1, -1.0
O=C1CCC[C@@H]2CC(N3CCCCC3)C[C@@H]3CCN1[C@H]23 (stereo not given in full)
 : -0.8, -3, -0.3, -0.3, 2, 1.8, -1, -1.3, -11, 0.5, 1.5
COc1ccccc1N1CCN(C(c2ccccn2)c2nnnn2C2CCCCC2)CC1 (stereo not given)
 : -1.3, -1, -2.8, -0.8, 2, -0.5, -3, 1.5, 0, 0.8, -0.1
C[C@@]12C(=O)N(Cc3ccc(-c4ccccc4)cc3)CC(=O)N1[C@H](/C=C/c1ccccc1)[C@@H]1C(=O)N(c3ccccc3)C(=O)[C@@H]12
 : -0.6, 1, -1.9, 0.4, 2, -0.2, -2, 0.9, -3, -1.0, -0.5
C=CCNC(=O)C1CCN(S(=O)(=O)c2ccc(Br)cc2)CC1
 : -0.9, -1, 0.8, 0.8, 4, 0.3, -5, 0.4, 1, -0.7, -0.7
O=C1CC2(CCN(S(=O)(=O)c3ccccc3F)CC2)Oc2ccccc21
 : -1.0, -2, -0.3, -1.9, -1, -2.9, -32, 0.6, -92, -1.5, -0.4
Cc1ccc(C(=O)OCC(=O)Nc2ncc(Cl)cc2Cl)cc1NC(=O)c1ccco1
 : -1.9, 4, -0.3, -2.0, -1, -0.7, -1, 0.4, -2, 0.0, -1.4
CCN(CC)S(=O)(=O)c1cccc(NC(=O)CNc2cccc(S(=O)(=O)N3CCCC3)c2)c1
 : -2.3, -5, -3.4, 0.0, 1, -9.8, 7, -8.4, 11, -5.7, -2.5
COc1ccc(C(=O)C2=NN(C(C)=O)CC2c2ccco2)cc1 (stereo not given)
 : -1.7, -1, -1.2, 0.0, -3, -0.2, 5, 0.2, 13, 0.0, 1.2
CC1CCc2c(C(=O)Nc3ccc(OC(F)(F)F)cc3)csc2C1 (stereo not given)
 : -1.1, 1, -2.4, 1.9, -4, -0.7, 0, -2.6, 3, 1.8, -0.3
NC(=O)/C(=N\OC(=O)c1ccco1)c1nc(-c2ccc(Br)cc2)cs1
 : -0.7, 2, -0.4, 2.6, 4, -1.4, -6, 1.6, 2, -5.0, 0.2
Cc1ccc(NC(=O)c2ccccc2OCc2ccc([N+](=O)[O-])cc2)nc1
 : -1.4, 1, -0.7, -1.0, -8, 0.4, 2, 0.9, -1, 4.7, 2.7
COc1cc(OC)cc(-c2c(-c3cccs3)c3cc(-c4ccc(OC)nc4)ccc3n2C)c1
 : -0.7, 1, -2.3, 0.0, 0, -0.7, -8, -0.8, -23, -0.4, 0.4
CCC(=O)N(C1=C(NC)C(=O)c2ccccc2C1=O)C(C)C
 : -2.0, -8, -0.7, -2.6, -1, -2.3, -3, -8.6, -6, -1.0, -2.8
CC(=O)N1CCc2ccc(S(=O)(=O)Nc3ccccc3Cl)cc21
 : -1.0, 1, -1.0, -1.6, -2, -0.1, -2, -1.1, -1, 1.1, -0.7
COC(=O)C1=C(C)N(Cc2cccnc2)C(=O)/C1=C\c1cccs1
 : -0.6, 7, -1.7, -3.2, 4, -0.3, 1, 1.1, 7, ., .
COc1ccc(-c2nn(-c3ccccc3)cc2C(N)=O)cc1OC
 : -0.5, 0, -2.0, -1.0, -2, -0.2, 4, 0.6, 4, 3.1, 1.6
O=C(COc1ccccc1Cl)Nc1nnc(S(=O)(=O)N2CCCCCC2)s1
 : -1.4, 1, -0.3, 0.3, 2, -0.3, 0, -2.5, 2, -2.2, 1.0
Nc1cccc(Oc2c(F)c(F)c(Oc3cccc(N)c3)c(F)c2F)c1
 : -1.0, -2, -0.6, -0.3, 2, -0.7, 9.2*, 1.4, 23*, 1.3, .
CC(C)c1ccc(NC(=O)C(c2ccccc2)N2CC(=O)Nc3ccccc32)cc1 (stereo not given)
 : -0.9, 3, 0.6, -0.6, 3, 1.7, -4, 0.8, -18, 1.5, 0.5
O=C(Nc1ccc2c(c1)OCO2)N1CCN(c2cccc(C(F)(F)F)c2)CC1
 : -1.0, -4, -1.7, -0.7, 3, -1.0, 5, 1.8, 9, 3.7, 0.1
O=C(NNC1OC(CO)C(O)C(O)C1O)c1cccc(Br)c1 (stereo not given)
 : -1.2, 5, -1.0, 0.2, 1, 0.2, 0, 8.0, 4, 4.2, 2.1
C=CCN1C=C2C(=O)C(C)(OC(=O)CC)C(=O)C=C2C=C1CCCC (stereo not given)
 : -0.9, 0, -2.3, -0.2, 1, -0.2, -15, -2.1, -27, 2.1, -1.4
O=c1c2cc(-c3ccccc3)sc2nc2n1CCC2
 : 0.1, 8, 3.7, 1.6, -2, 5.4*, -3, 20*, -6, ., .
CSc1nc2cc(C)nn2c(-c2ccccc2)c1C#N
 : -1.7, -2, 0.2, -0.7, 2, -0.4, -4, -1.2, -6, 3.3, 0.0
CCc1cccc(CC)c1NC(=O)c1cccc(S(=O)(=O)N2CCN(C)CC2)c1
 : -1.3, -3, -1.5, -0.2, -1, 0.7, 1, -0.5, -11, -3.0, 0.9
CCOC(=O)c1c(-c2ccc(C)s2)csc1N
 : -0.5, -3, -2.0, -2.7, 0, -0.5, -1, 2.6, -7, 3.5, -1.0
CCOc1ccc(CNC(=O)Cn2ccc3cc(S(=O)(=O)N4CCCCCC4)ccc32)cc1
 : -1.3, -2, 0.9, -1.4, 4, -0.8, -1, -0.4, -6, 0.9, -2.3
COCCCn1c(SCC(=O)Nc2oc(C)c3c(C)n[nH]c(=O)c23)nc2ccccc2c1=O
 : -0.8, 0, -1.1, -2.6, -2, 0.8, -4, 0.5, -16, 0.8, 0.5
CCCCN(C(=O)/C=C/c1ccc(OCC(C)C)c(OCC)c1)c1c(N)n(CCC)c(=O)[nH]c1=O
 : -1.6, 5, 0.2, 0.2, 3, -0.2, 1, 1.8, 2, 0.3, 1.3
O=C(COc1cc(Cl)ccc1Cl)Nc1ccc2[nH]c(=O)[nH]c2c1
 : -0.8, -1, -0.7, 0.1, 2, -2.4, -4, -3.6, -5, 2.2, -0.3
COc1ccc(CCNC2CC(=O)N(CCc3ccccc3)C2=O)cc1OC (stereo not given)
 : -1.5, 0, -1.1, 0.9, 3, 0.1, 0, -0.5, -1, -0.8, 0.6
Cc1ccc(C)c(-c2csc(NC(=O)c3cnccn3)n2)c1
 : -0.7, -1, -1.2, 0.1, 0, 0.9, 1, 4.0, -1, 1.2, 1.1
Cc1cccc(OCC(=O)Nc2cccc(C(=O)Nc3ccccc3C(=O)O)c2)c1
 : -1.4, -1, -0.3, -0.3, 0, -0.1, 1, -0.2, 3, 2.5, -0.9
O=c1c2cc(Br)ccc2nc(-c2ccc([N+](=O)[O-])cc2)n1O
 : -1.3, -1, -0.7, -3.5, -6, 0.1, -2, 3.1, 8, 1.6, 0.5
CCCCN1C(=O)N(C)C2C1N(C)C(=O)N2CCCC (stereo not given)
 : -0.5, -5, -0.8, -0.8, 1, -0.2, -3, -5.1, -8, -0.6, 0.8
CCC1=Nc2cc(C(=O)NCCCN3CCOCC3)ccc2Sc2ccc(Br)cc21
 : -0.8, 1, -1.6, 3.5, -1, -0.9, 2, 1.4, 10, 0.8, 0.9
Cc1ccc(S(=O)(=O)Nc2ccc3c(c2)C(=O)N([C@@H](C)CO)C[C@@H](C)[C@@H](CN(C)C(=O)NC2CCCCC2)OCCCC[C@H](C)O3)cc1
 : -0.8, -3, 3.2, -0.2, 3, 0.7, -8, 8.3, -9, ., .
COc1ccccc1C(=O)COC(=O)Cc1c[nH]c2ccccc12
 : -0.8, -3, -1.4, 0.4, 0, 1.2, -7, -0.1, 0, -2.3, 0.8

# 9 of these compounds in another layout.
Compound,ssDAF12 agonist,SMARCA2 act,hcDAF12 agonist,PG9 binder,NPR1 activator,DAX1 inh-1,ADAM17 inh,hgDAF12 agonist,ADAM10 inh,FXN GAA850 act,DAX1 inh-2
CCCCN(C(=O)/C=C/c1ccc(OCC(C)C)c(OCC)c1)c1c(N)n(CCC)c(=O)[nH]c1=O,-1.6,5,0.2,0.2,3,-0.2,1,1.8,2,0.3,1.3
O=C(COc1cc(Cl)ccc1Cl)Nc1ccc2[nH]c(=O)[nH]c2c1,-0.8,-1,-0.7,0.1,2,-2.4,-4,-3.6,-5,2.2,-0.3
COc1ccc(CCNC2CC(=O)N(CCc3ccccc3)C2=O)cc1OC (stereo not given),-1.5,0,-1.1,0.9,3,0.1,0,-0.5,-1,-0.8,0.6
Cc1ccc(C)c(-c2csc(NC(=O)c3cnccn3)n2)c1,-0.7,-1,-1.2,0.1,0,0.9,1,4.0,-1,1.2,1.1
Cc1cccc(OCC(=O)Nc2cccc(C(=O)Nc3ccccc3C(=O)O)c2)c1,-1.4,-1,-0.3,-0.3,0,-0.1,1,-0.2,3,2.5,-0.9
O=c1c2cc(Br)ccc2nc(-c2ccc([N+](=O)[O-])cc2)n1O,-1.3,-1,-0.7,-3.5,-6,0.1,-2,3.1,8,1.6,0.5
CCCCN1C(=O)N(C)C2C1N(C)C(=O)N2CCCC (stereo not given),-0.5,-5,-0.8,-0.8,1,-0.2,-3,-5.1,-8,-0.6,0.8
CCC1=Nc2cc(C(=O)NCCCN3CCOCC3)ccc2Sc2ccc(Br)cc21,-0.8,1,-1.6,3.5,-1,-0.9,2,1.4,10,0.8,0.9
Cc1ccc(S(=O)(=O)Nc2ccc3c(c2)C(=O)N([C@@H](C)CO)C[C@@H](C)[C@@H](CN(C)C(=O)NC2CCCCC2)OCCCC[C@H](C)O3)cc1,-0.8,-3,3.2,-0.2,3,0.7,-8,8.3,-9,.,.

# Other records follow:
# Every second line gives: ssDAF12 agonist, SMARCA2 act, hcDAF12 agonist, PG9 binder, NPR1 activator, DAX1 inh-1, ADAM17 inh, hgDAF12 agonist, ADAM10 inh, FXN GAA850 act, DAX1 inh-2
COc1ccc(C2/C=C\CN(C(=O)Oc3ccccc3)CC(=O)N2Cc2ccc(F)cc2)cc1 (stereo not given)
 : -1.6, -1, -1.8, 0.7, 0, 0.4, 2, -0.6, 0, 0.0, 2.8
COc1cccc(-c2ccc(SCC(=O)NC3CCCCC3)nn2)c1
 : -1.3, 5, -0.7, -1.1, -1, -1.3, 3, 0.9, 8, 0.3, 0.3
COC(=O)c1ccc(C(=O)OC)c(NC(=O)CSCC(=O)O)c1
 : -1.1, -1, -0.2, -1.2, 2, -0.1, -15, 5.7, -45, 1.1, 2.7
Cc1ccc(-c2cc(C(=O)NCCCN3CCOCC3)c3ccccc3n2)cc1C
 : -0.8, 3, -1.5, -2.3, 4, 0.4, -195, 0.8, i, 0.4, 0.7
CCCCOc1[nH]c2nc(-c3ccco3)n(Cc3ccco3)c(=N)c2c1C#N
 : -0.8, 6, 0.2, -1.6, 0, 0.5, -43, 0.1, -117, 0.1, 1.1

# High-throughput results (PubChem BioAssay)
